Screening results deposited in PubChem by Sanford-Burnham Center for Chemical Genomics.
NLRP3 yeast inh = NALP3 inhibition in yeast; Yeast reconstituted NLRP3/ASC/caspase-1, beta-gal luminescence, 24 h; inhibition, % at 10 µM; 0.39% of 330,000 active;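 active = inhibition of 50% or more; inactive = inhibition below 50%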;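 note: plate controls were induced DMSO wells for no effect and uninduced yeast grown without galactose for full effect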
hIAP block = human IAP inhibition; P09923; purified IAP, CDP-Star luminescence, 30 min; inhibition, % at 10 µM; 0.12% of 330,000 active; AID 2544;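 active = inhibition reaching a set limit with compound at 10 µM in the primary screen, cut at about 35% in these data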;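 note: plate controls were DMSO wells with enzyme for no effect and no-enzyme buffer wells for full effect; values of inactives mirror those of a sister screen read the other way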
Apaf-1 inh = blocks human Apaf-1 apoptosome activity. O14727. reconstituted apoptosome caspase-3 activity, DEVD-Rh110 fluorescence. inhibition, % at 20 µM. 0.71% of 330,000 active. AID 489030; active = inhibition of at least 40% at 20 µM;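 note: plate controls were DMSO wells for no effect and DEVD-CHO caspase inhibitor wells for full effect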
Target sequence (O14727 whole entry, looked up): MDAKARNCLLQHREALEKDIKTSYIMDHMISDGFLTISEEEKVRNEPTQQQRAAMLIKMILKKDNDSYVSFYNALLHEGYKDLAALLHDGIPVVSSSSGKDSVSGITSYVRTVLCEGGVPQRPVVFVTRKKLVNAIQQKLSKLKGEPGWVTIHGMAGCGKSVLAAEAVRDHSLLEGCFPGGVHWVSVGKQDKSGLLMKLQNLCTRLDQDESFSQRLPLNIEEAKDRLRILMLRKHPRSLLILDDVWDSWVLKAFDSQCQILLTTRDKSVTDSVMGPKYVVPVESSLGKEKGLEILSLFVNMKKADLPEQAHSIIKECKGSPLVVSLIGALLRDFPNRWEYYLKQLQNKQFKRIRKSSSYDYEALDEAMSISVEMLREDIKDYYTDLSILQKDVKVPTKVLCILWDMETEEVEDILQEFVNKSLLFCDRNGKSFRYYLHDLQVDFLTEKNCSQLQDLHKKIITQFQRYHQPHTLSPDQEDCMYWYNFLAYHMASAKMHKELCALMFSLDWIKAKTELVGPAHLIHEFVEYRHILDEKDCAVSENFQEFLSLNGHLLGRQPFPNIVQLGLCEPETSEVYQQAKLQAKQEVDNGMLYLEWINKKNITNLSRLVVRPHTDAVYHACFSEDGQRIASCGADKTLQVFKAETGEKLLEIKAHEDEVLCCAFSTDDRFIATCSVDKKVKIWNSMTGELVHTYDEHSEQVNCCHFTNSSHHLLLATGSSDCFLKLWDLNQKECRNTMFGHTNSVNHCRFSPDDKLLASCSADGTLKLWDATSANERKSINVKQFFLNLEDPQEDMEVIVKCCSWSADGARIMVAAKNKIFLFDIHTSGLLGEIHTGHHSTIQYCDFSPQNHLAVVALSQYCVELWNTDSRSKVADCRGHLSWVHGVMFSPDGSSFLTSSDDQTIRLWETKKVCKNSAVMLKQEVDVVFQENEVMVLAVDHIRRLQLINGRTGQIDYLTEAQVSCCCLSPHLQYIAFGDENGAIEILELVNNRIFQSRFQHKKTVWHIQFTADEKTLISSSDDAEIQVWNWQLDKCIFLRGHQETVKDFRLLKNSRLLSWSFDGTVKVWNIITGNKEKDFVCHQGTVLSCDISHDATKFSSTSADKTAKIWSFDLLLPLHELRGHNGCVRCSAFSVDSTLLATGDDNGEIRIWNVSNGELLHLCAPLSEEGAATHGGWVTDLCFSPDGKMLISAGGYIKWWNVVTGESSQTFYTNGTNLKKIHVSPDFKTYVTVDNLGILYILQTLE
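Material: biochemical Apaf-1 apoptosome reconstitution. Medium: Hepes buffer, pH 7.5. Also added: cytochrome c activation, bis-DEVD rhodamine 110 substrate. Timing: 30 min compound preincubation, 50 min activation, room temperature. Measured by: rhodamine 110 fluorescence at Ex 480/Em 540 nm.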
tim10-1 inh = tim10-1 yeast growth inhibition. S. cerevisiae tim10-1 ts strain growth, BacTiter-Glo, 24 h. inhibition, % at 20 µM. 2.2% of 330,000 active;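 active = inhibition of at least 40%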;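 note: mutant grown at 25 °C; 0% = DMSO wells with yeast and 100% = wells holding no yeast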
ATG4B inhibitor = ATG4B (human) cysteine protease inhibition; ATG4B cleavage of LC3-PLA2, NBD-HPC fluorescence, 1 h; inhibition, % at 8.33 µM; 0.51% of 340,000 active; AID 504462; in the data active = inhibition above about 40%
TIM10 inh = TIM10 yeast growth inhibition; S. cerevisiae TIM10 strain growth, BacTiter-Glo luminescence, 24 h; inhibition, % at 10 µM; 1.4% of 330,000 active;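 active = inhibition of 40% or more at the single tested concentration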;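 note: wild-type TIM10 isogenic control strain grown at permissive 25 °C; 0% = DMSO yeast wells and 100% = minimal medium wells without yeast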
mIAP activ = mouse IAP activation | muIAP, CDP-Star luminescence, 30 min; hits give high values; 1 = vehicle-only enzyme signal, 0 = enzyme-free wells | activation factor at 10 µM | 0.24% of 330,000 active | AID 2805;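 active = activation factor of at least 2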; note: the source names both 10 and 20 µM as test concentration; values of inactives mirror those of a sister screen read the other way
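System: Mouse IAP enzyme | Also added: CDP-Star substrate | Dosing: Compounds dispensed in DMSO | Schedule: 30 min enzyme-substrate-compound incubation at room temperature | Technique: Chemiluminescence readout | Control set: DMSO-only wells and no-enzyme negative control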
mIAP block = blocks mouse intestinal alkaline phosphatase; purified mouse IAP, CDP-Star luminescence, 30 min; 0.2% of 330,000 active; AID 2806; inhibition, % at 10 µM;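 active = inhibition of at least 40% at 10 µM in the primary screen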;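 note: plate controls were DMSO with enzyme for no effect and no enzyme wells for full effect; values of inactives mirror those of a sister screen read the other way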
hIAP activ = increases human intestinal alkaline phosphatase activity; 0.16% of 330,000 active; purified human IAP, CDP-Star luminescence, 30 min; hits give high values; 1 = vehicle-only enzyme, 0 = enzyme-free background; activation factor at 10 µM; AID 2524; P09923;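 active = activation factor of the enzyme at least 2-fold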; note: the source names both 10 and 20 µM as test concentration; values of inactives mirror those of a sister screen read the other way
The depositor's hits bear a star; / = no result given.

molecule	NLRP3 yeast inh	hIAP block	Apaf-1 inh	tim10-1 inh	ATG4B inhibitor	TIM10 inh	mIAP activ	mIAP block	hIAP activ
CCOc1ccc2nc(N=NC3=C(O)CC(C)(C)CC3=O)sc2c1	5	21	5	-24	-8	15	0.77	23	0.79
CCC(C)(C(=O)NC1CCCCC1)N(Cc1cccs1)C(=O)Cc1cccs1 (centres undefined)	16	-15	31	27	-13	29	1.1	-7	1.1
O=C(COC(=O)c1ccc(Cl)nc1)Nc1cc(S(=O)(=O)N2CCOCC2)ccc1Cl	3	5	-12	-36	-6	11	1	-1	0.95
CCOC(=O)CNC(=O)CCc1nnc2ccc(N3CCC(C)CC3)nn12	4	8	-1	-5	-9	4	1	-5	0.92
Cc1ccnc(NC(=O)C2CCCN(S(=O)(=O)c3ccc4[nH]c(=O)ccc4c3)C2)c1 (centres undefined)	8	-4	-3	6	-13	-9	1	0	1
FC(F)(F)c1ccccc1NC(=S)N1CCCC1	11	-10	7	-27	0	-7	1.1	-7	1.1
CCC(=O)NC(Nc1nc2ccc(C)cc2s1)(C(=O)OC)C(F)(F)F (centres undefined)	-3	-4	-9	-4	3	-6	1	-2	1
O=C(N/N=C\C=C\c1ccco1)c1cc(-c2ccc3ccccc3c2)n[nH]1	5	-34	19	16	-10	52*	0.64	36	1.3
CCN(CC)S(=O)(=O)c1ccc(N2CCN(CCO)CC2)nc1	17	2	-14	2	-5	5	0.97	2	0.98
CC(C)(C)C(=O)Nc1ccc(-c2cn3ccsc3n2)cc1	11	-17	2	6	-9	34	1.1	-7	1.2
Nc1cc(C(=O)OCC(=O)NC(c2ccccc2)c2ccccc2)ccc1Cl	-3	7	-2	3	1	11	0.91	9	0.93
CSc1cc(-c2ccccc2)n(C)c(=O)c1C#N	14	14	5	9	-5	-6	1	-3	0.86
COc1cc2cc(CN(CCO)S(=O)(=O)c3ccccc3)c(=O)[nH]c2cc1OC	-8	-4	-2	14	2	12	0.86	14	1
CN(C)S(=O)(=O)c1ccc(N2CCCC2)c(C(=O)Nc2ccc(Br)cc2F)c1	7	-2	11	5	-6	2	0.95	5	1
C=CCn1cnnc1SCC(=O)Nc1cccnc1Cl	3	-23	0	2	/	-5	1.1	-5	1.2
CC(CCc1ccccc1)NC(=O)CCC(=O)N1CCC(C(N)=O)CC1 (centres undefined)	7	0	2	-8	-4	-5	1	-2	1
CCOc1ccccc1NC(=O)Cn1cnc2c(nnn2-c2cccc(OC)c2)c1=O	-7	31	1	6	0	3	0.95	5	0.69
COc1ccc(C2/C(=C(/O)c3ccccc3)C(=O)C(=O)N2CCO)cc1 (centres undefined)	-1	-13	7	2	-7	-2	1	0	1.1
CCOC(=O)C1=C(CSc2nc3ccccc3s2)NC(=O)NC1c1ccc(OC)cc1 (centres undefined)	12	-5	21	30	16	-10	1.1	-10	1.1
CCCCC(=O)N1CC2(C)CN(C(=O)CCCC)CC(C)(C1)C2=O	0	0	-3	-1	1	-2	1	-1	1

Remaining list, next part
molecule	NLRP3 yeast inh	hIAP block	Apaf-1 inh	tim10-1 inh	ATG4B inhibitor	TIM10 inh	mIAP activ	mIAP block	hIAP activ
COC(=O)c1ccccc1NC(=O)C1CCN(C(=O)c2cc(OC)cc(OC)c2)CC1	4	4	9	15	-13	19	1	-3	0.96
O=C1C(Cc2ccc(Br)cc2)SC(=Nc2ccccc2)N1c1ccccc1 (centres undefined)	-1	-2	9	21	-10	3	1.1	-6	1
O=S(=O)(c1ccc2nc(-c3ccccc3)[nH]c2c1)N1CCN(c2ccc(Cl)cc2)CC1	6	-11	-7	10	24	-1	1	0	1.1
Nc1c(-c2ccsc2)cnc2ncnn12	23	-4	-15	5	-1	3	0.89	11	1
C=CCn1c(SCC(=O)O)nnc1-c1ccccc1	3	18	-4	-1	8	3	0.96	4	0.82
O=C(O)CCC(=O)NCc1ccc(F)cc1	-2	8	-10	1	-3	0	0.99	1	0.92
CNc1ccc(SC#N)cc1	13	9	14	18	0	13	1	0	0.91
C=C(C)C1CC=C(C)/C(=N/NC(=O)COc2cccc(C)c2)C1 (centres undefined)	8	-35	15	39	10	6	0.98	2	1.3
COc1ccc(-n2nc3c(c2NC(=O)C(C)Oc2ccccc2)CS(=O)C3)cc1 (centres undefined)	1	7	5	14	4	-4	1	-2	0.93
CCCCNC(=O)c1nn2c(C(F)(F)F)cc(-c3ccc(OC)cc3)nc2c1Br	3	2	-7	-3	-3	0	0.95	4	0.98
N#Cc1c(N)sc(=S)c2c1CCCC2	-6	3	23	11	-18	-1	0.81	18	0.97
CC(=O)Nc1ccc(-c2csc(NC(=O)CC(NC(C)=O)c3ccccc3)n2)cc1 (centres undefined)	28	-4	2	4	7	-9	0.95	5	1
O=C(NN1C(=O)c2ccccc2NC1c1ccoc1)c1ccccc1 (centres undefined)	13	-10	6	-11	-8	-4	1.1	-13	1.1
CCN(CC)c1ncnc2c1cnn2Cc1ccc(C)cc1	16	1	7	31	-4	-3	0.99	1	0.99
Cc1cc(C)nc(NS(=O)(=O)c2ccc(NC(=S)NC(=O)c3cccnc3)cc2)n1	20	-6	1	3	4	-7	0.93	7	1.1
CCCC(=O)N(Cc1cc2cccc(C)c2[nH]c1=O)c1ccccc1OC	8	-6	10	17	4	6	0.98	2	1.1
O=C(Nc1ccccc1)OCCNC(=O)c1ccccc1	2	-6	8	-20	-2	-2	1.1	-6	1.1
CC(=O)c1ccc(O)c(CSc2nncn2C)c1	10	-8	-26	0	-33	13	0.99	1	1.1
CC(O)CNc1nc2c(c(=O)n(Cc3ccc(Cl)c(Cl)c3)c(=O)n2C)n1C (centres undefined)	16	12	-16	20	-1	20	1.1	-6	0.88
Cn1c(N)c(C(=O)CSc2ccc3c(c2)OCCO3)c(=O)n(C)c1=O	15	-2	1	0	-5	-14	1.1	-5	1

Carrying on:
molecule	NLRP3 yeast inh	hIAP block	Apaf-1 inh	tim10-1 inh	ATG4B inhibitor	TIM10 inh	mIAP activ	mIAP block	hIAP activ
CCc1ccc(N2C(=O)c3ccc4c5c(ccc(c35)C2=O)CC4)cc1	13	0	-5	16	-4	16	0.93	7	1
O=C(NCCNC(=O)c1ccco1)c1ccc(F)cc1	3	2	-12	4	-6	-15	0.91	9	0.98
COc1cccc(CNC(=O)CCNC(=O)C2CCN(S(=O)(=O)c3ccc(F)cc3)CC2)c1	11	6	-19	10	-6	-1	0.98	2	0.94
Cc1c2cnn(CC(=O)NCCCN3CCCCC3)c(=O)c2c(C)n1Cc1ccccc1	2	5	29	-11	-5	0	0.96	4	0.95
Cc1ccc(NC(=O)COC(=O)CCc2c(C)nc3nc(N)nn3c2C)cc1C	-8	-3	10	4	-4	16	1.1	-10	1
CCC(=O)N(C1=C(NC(C)C)C(=O)c2ccccc2C1=O)C(C)C	24	13	28	28	-7	0	0.95	5	0.87
COc1cccc(CCc2nc3ccccc3c(=O)n2N)c1	2	-6	-1	-8	-10	-10	1	-3	1.1
COc1cc(CN2c3ccccc3C(=O)CS2(=O)=O)cc(OC)c1	/	/	19	26	-4	7	1	-3	/
Cc1cc(N=Nc2ccc(Cl)cc2)cc(CN2CCCC2)c1O	11	-4	14	44*	0	25	0.98	2	1
CCOC(=O)N1CCC(N2CCN(c3cc(C)ccc3C)CC2)CC1	-8	5	5	-1	5	-5	1.1	-7	0.95
CCN(CC)C(=O)Cn1c(=O)n(-c2ccc(CC(=O)NCc3ccccc3)cc2)c(=O)c2sccc21	13	7	-12	-7	-5	-5	0.99	1	0.93
CN1C(=O)NC(c2ccccc2)C2=C1CN(Cc1ccco1)C2=O (centres undefined)	-3	-8	-2	4	-5	5	0.95	5	1.1
CCOC(=O)c1cnc2c(C(=O)OC)cccc2c1NCCN1CCOCC1	17	3	2	-8	-1	-4	1	-4	0.97
C=CCNc1nc(N(c2ccccc2)c2ccccc2)nc(-n2ccnc2)n1	4	2	24	12	-4	16	1	-4	0.97
CC(Sc1nc2ccccc2c(=O)n1CC1CCCO1)C(=O)Nc1ccc(S(N)(=O)=O)cc1 (centres undefined)	-3	6	4	2	-4	-2	1	-1	0.94
CC(=O)N1CCCN(Cc2cn(-c3ccc(C)cc3)nc2-c2cccc(C)c2)CC1	12	1	11	8	-4	18	1	-4	0.99
CCN(CC)C(=O)CSc1nc2ncc(Cl)cc2[nH]1	7	6	-4	-5	0	-9	1	-2	0.94
CCOC(=O)C1CCCN(C(=O)c2ccccc2[N+](=O)[O-])C1 (centres undefined)	22	-17	7	6	-7	3	0.87	13	1.2
Cc1cc(Cl)cc(C)c1OCCn1ccnc1	31	-19	-1	18	2	22	1	-4	1.2
Oc1ccc(Cl)cc1C1=NNC(c2ccc(Cl)cc2)C1 (centres undefined)	5	9	-6	33	35	32	0.92	8	0.91

Whole records, quoted from the list. Screens in order: NLRP3 yeast inh, hIAP block, Apaf-1 inh, tim10-1 inh, ATG4B inhibitor, TIM10 inh, mIAP activ, mIAP block, hIAP activ
CCN(CC)C(=O)Cn1c(=O)n(-c2ccc(CC(=O)NCc3ccccc3)cc2)c(=O)c2sccc21 reads 13, 7, -12, -7, -5, -5, 0.99, 1, 0.93
CCOC(=O)N1CCC(N2CCN(c3cc(C)ccc3C)CC2)CC1 reads -8, 5, 5, -1, 5, -5, 1.1, -7, 0.95
Cc1cc(Cl)cc(C)c1OCCn1ccnc1 reads 31, -19, -1, 18, 2, 22, 1, -4, 1.2

Later entries:
molecule	NLRP3 yeast inh	hIAP block	Apaf-1 inh	tim10-1 inh	ATG4B inhibitor	TIM10 inh	mIAP activ	mIAP block	hIAP activ
Cn1cccc1/C=C1\SC(=O)N(c2ccc(O)cc2)C1=O	-3	-4	5	15	7	17	0.92	8	1
O=S(=O)(Nc1cccnc1)c1ccc(Cl)c(C(F)(F)F)c1	3	0	2	8	-2	2	0.94	6	1
CCS(=O)(=O)Nc1c(C(=O)O)[nH]c2ccccc12	5	-30	0	16	-1	15	1	0	1.3
c1ccc(CNn2nnnc2-c2ccccc2)cc1	-33	-3	-22	23	-3	9	1	-3	1
CCc1nc(NCCO)c(C#N)c2c1CCCC2	-3	1	-2	9	-9	2	0.61	39	0.99
COc1ccc(-c2oc(=O)n(C)c2-c2ccc(OC)cc2)cc1	28	-8	17	37	0	4	0.97	3	1.1
Cc1cccc(NS(=O)(=O)c2ccc(C)c(C(=O)NCC(c3ccco3)N3CCCCC3)c2)c1 (centres undefined)	15	-24	11	0	-4	7	0.94	6	1.2
CC1(C)CC(NC(=O)N2c3ccccc3Sc3ccccc32)CC(C)(C)N1	8	-18	-17	5	6	36	1.1	-14	1.2
CN(C)S(=O)(=O)c1ccccc1N=C=S	2	-3	14	15	5	5	0.95	5	1
Cc1cc(C(=O)N/N=C\c2ccc(COc3ccc([N+](=O)[O-])cc3)o2)ccc1[N+](=O)[O-]	20	-20	20	19	-5	8	1	-5	1.2
CCn1c(-c2nn(C)c(C)c2Cl)n[nH]c1=S	19	-5	0	16	-9	1	1.1	-9	1
COc1ccc(C(=O)Nc2ccc(NS(=O)(=O)c3ccccc3)cc2)cc1OC	-8	10	-24	15	-6	1	0.97	3	0.9
CCOC(=O)c1cnc2c(CC)cccc2c1NCCN1CCOCC1	21	4	-10	12	-5	10	1	0	0.96
CC(C)C(C)NC(=O)CSc1ccc(S(=O)(=O)N2CCOCC2)cn1 (centres undefined)	8	-9	1	-10	9	6	1.1	-6	1.1
Cc1nnc(SCC(=O)c2cc(C)n(C3CC3)c2C)s1	16	12	6	3	-3	3	1	-1	0.88
